WT yeast gro inh: growth inhibition of WT yeast, mitochondrial fusion screen | mitochondrial fusion phenotypic screen, WT strain | inhibition, % at 10 µM | 190,000 compounds, 2.1% hits | AID 1362; in the data active = inhibition above about 58%; tested in S. cerevisiae
Dynein cargo inh: blocks dynein driven cargo transport along microtubules. 3617.4 mouse cells, GR-EGFP nuclear translocation imaging; test concentration mostly 20 µM; stimulated with dexamethasone, 1 µM; hits give low values. z-score, hits read low. 220,000 compounds, 0.47% hits. AID 1381;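 active = plate z-score of nuclear minus cytoplasmic receptor signal below a set negative limit, without overly bright fluorescence or cell loss, cut at about -3.5 in these data, passing the limit was not always enough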;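 also: z-score of nuclear minus cytoplasmic ring GR-EGFP intensity difference per well; some compounds called inactive have numbers as strong as hits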
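Buffer or medium: tet-free medium with charcoal-stripped serum / Also added: dexamethasone agonist, 1.0 µM final, for 30 min / Timing: induction 48 h, compound 1 h, agonist 30 min / Measured by: high-content fluorescence imaging after fixation / Read-out: nuclear-to-cytoplasmic GR-EGFP distribution per well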
Ins promoter up: MIN6 insulin promoter up-regulation; AID 1625; MIN6 insulin promoter-GFP reporter, high-content imaging; hits give high values; 190,000 compounds, 0.3% hits; z-score at 5 µM;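 active = z-score above 3 at 5 µM with at least 500 cells counted in the well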
MT stabilizer: stabilizes microtubules in HeLa cells; % tubulin-high responders, % at 10 µM; 200,000 compounds, 0.83% hits; HeLa tubulin immunostaining HCS, 24 h; share of cells brighter than vehicle mean+2SD;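 active = plate Z-score above 3 for both tubulin-high and condensed-nucleus cell shares, with cell loss under 80%, at 10 µM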;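 also: anti alpha tubulin signal scored within the nucleus-defined area of each cell; some results filed as inactive read as strong as hits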
bCat nuc transl: alters nuclear translocation of beta-catenin in HeLa cells | AID 1665 | immunofluorescence imaging | 190,000 compounds, 0.3% hits | nuclear translocation activity, % at 5 µM;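 active = nuclear translocation activity above 50% at 5 µM, with a well cell count of 50 or more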;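 also: per-cell ratio of nuclear to cytoplasmic median beta-catenin stain intensity; plate controls were DMSO negative control for no effect and GSK-3 inhibitor IX positive control for full effect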
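assay system = human HeLa cells, endogenous beta-catenin | times = compound treatment 24 h, 37°C, 5% CO2 | detection = Anti-beta-catenin immunofluorescence on PFA-fixed, Triton-permeabilized cells, DAPI nuclei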
PMI inhibition: human PMI inhibitors, high substrate, primary screen, biochemical, fluorescence intensity, high mannose 6-phosphate (AID 1220) | recombinant PMI enzyme, coupled fluorescence intensity; higher % means a stronger effect | inhibition, % at 20 µM; hits with a dose series show IC50 in µM | 190,000 compounds, 0.66% hits
Autophagy mod: modulators of autophagy | calls only at 10 µM (by protocol) | MEF GFP-LC3 puncta imaging; test concentration mostly 10 µM | 190,000 compounds, 0.98% hits | AID 463193;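 active = percentage of spot-positive cells more than 3 SD above its plate mean, without a fluorescence outlier flag or 80% toxicity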;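 also: spot-positive cell cutoff set from DMSO-treated cells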
PMI inhibitors: inhibitors of human PMI, primary screen, biochemical, fluorescence intensity, coupled assay (AID 1209) | purified PMI enzyme, coupled fluorescence intensity; higher % means a stronger effect | inhibition, % at 20 µM; hits with a dose series show IC50 in µM | 190,000 compounds, 0.42% hits;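 also: plate controls were DMSO vehicle for no effect and wells lacking substrate for full effect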
Yfh1-off respiration: mitochondrial function rescue without frataxin homolog – Friedreich's ataxia, plus single-dose screen, dose response (AID 1465). S. cerevisiae Yfh1-off respiration, WST-1 reduction, 72 h; higher fold induction means a stronger effect. fold induction at 50 µM, or EC50 in µM where a hit was titrated. 220,000 compounds, 0.074% hits;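 active = fold induction of absorbance versus untreated yeast above a set limit, then at least 30% activation at any dose in follow-up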;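 also: activators that raise dye reduction in frataxin-depleted yeast; strong numbers were not always called active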
WT yeast gro inh mutant strain: second read-out of WT yeast gro inh, no call of its own (marks repeat the call); inhibition, %; mitochondrial fusion phenotypic screen, mutant strain inhibition
Dynein cargo inh cytoplasmic EGFP: recorded beside Dynein cargo inh, whose call it bears; z-score; measured here: cytoplasmic GR-EGFP intensity; hits give high values
Dynein cargo inh nuclear GR-EGFP: also measured in Dynein cargo inh; calls as there; z-score; measured here: nuclear GR-EGFP intensity;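 lower value marks the stronger effect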
Dynein cargo inh cell count: also measured in Dynein cargo inh; calls as there; z-score; measured here: cell count per field
Ins promoter up cell count: also measured in Ins promoter up; calls as there; cell count; measured here: cytotoxicity, nuclei count;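 total cells summed across four imaged fields per well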
bCat nuc transl cell count 5 µM: recorded beside bCat nuc transl, whose call it bears; cell count; measured here: cell count, cytotoxicity flag
MT stabilizer Hoechst-high %: second read-out of MT stabilizer, no call of its own (marks repeat the call); % Hoechst-high responders; measured here: nuclear condensation Hoechst responders;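 share of cells brighter than vehicle mean plus two SD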
MT stabilizer cytotoxicity %: further read-out of MT stabilizer, marked with its call; toxicity, %; measured here: cytotoxicity by cell density;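 0% = mean cell density of plate MIN control wells and 100% = no cells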
Autophagy mod cell loss 18 h: second read-out of Autophagy mod, no call of its own (marks repeat the call); toxicity, %; measured here: cell loss, nuclei count;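 cell loss after 18 h compound exposure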
An asterisk follows results filed as active; i = inactive; · = not tested or not shown. Rule as the data show it, unless noted: active = inhibition above about 50%; inactive = the rest.

item | smiles | WT yeast gro inh | WT yeast gro inh mutant strain | Dynein cargo inh | Dynein cargo inh cytoplasmic EGFP | Dynein cargo inh nuclear GR-EGFP | Dynein cargo inh cell count | Ins promoter up | Ins promoter up cell count | MT stabilizer | MT stabilizer Hoechst-high % | MT stabilizer cytotoxicity % | bCat nuc transl | bCat nuc transl cell count 5 µM | PMI inhibition | Autophagy mod | Autophagy mod cell loss 18 h | PMI inhibitors | Yfh1-off respiration
1 | C=CCn1c(-c2cc(-c3ccccc3)sc2N)n[nH]c1=S | · | · | 0.54 | -0.29 | 0.11 | 0.12 | -0.54 | 1491 | · | · | · | -3.1 | 1094 | · | · | · | · | i
2 | O=C(COc1ccc(S(=O)(=O)N2CCOCC2)cc1)Nc1ccccc1C(F)(F)F | 6 | -8 | -0.016 | -0.28 | 0.17 | 0.47 | -0.65 | 971 | 1.8 | 1.3 | 6.7 | · | · | 9% | i | -21 | 8% | i
3 | O=[N+]([O-])c1ccc(CSc2nnc(SCc3ccc(Cl)cc3)s2)cc1 | 26 | 2 | 0.7 | -0.13 | 0.71 | -1 | -0.92 | 1524 | 6.6 | 2.5 | 1.7 | 0.0 | 1142 | -6% | i | 19 | 7% | i
4 | COc1cccc(NC(=O)C(c2ccccc2)N2CCCC2)c1 (stereo unspecified) | 1 | -1 | 1.8 | -0.33 | 0.38 | -0.39 | 1.7 | 1431 | 7.3 | 0.9 | 7.5 | 0.5 | 1130 | 5% | i | 1 | -7% | i
5 | CCCN(Cc1cc2cc(C)ccc2[nH]c1=O)C(=O)c1cccc([N+](=O)[O-])c1 | · | · | 0.11 | -0.27 | -0.037 | 1 | 0.14 | 1086 | · | · | · | 0.6 | 1278 | · | · | · | · | i
6 | COc1cccc(NC(=O)C2CCN(S(=O)(=O)c3ccc4c(c3)OCCO4)CC2)c1 | 5 | 3 | -0.74 | -0.4 | -0.2 | 1.2 | 0.15 | 877 | 2.5 | 2.2 | 2.3 | 0.7 | 1045 | 8% | i | -2 | 8% | i
7 | CC(=O)c1cc(C#N)c(NCCCN(C)C)nc1C | 5 | 0 | -0.58 | -0.31 | 0.44 | 0.62 | 1.1 | 1571 | 4.7 | 1.7 | 5.2 | 9.2 | 811 | 4% | i | 0 | 4% | i
8 | COc1ccc(C)cc1NC(=O)c1ccccc1NS(=O)(=O)c1cccc2cccnc12 | -12 | -5 | 0.034 | -0.25 | -0.19 | 0.37 | 0.16 | 1642 | 1.9 | 3.6 | 8.3 | -0.3 | 1190 | 0% | i | 9 | 10% | ·
9 | CCCCCn1c(N2CCN(Cc3ccccc3)CC2)nc2c1c(=O)[nH]c(=O)n2C | 10 | -26 | -0.073 | -0.17 | 0.66 | 0.13 | -0.18 | 1070 | 1.1 | 2.2 | 14 | · | · | 7% | i | 1 | 8% | i
10 | O=C(COc1ccc2c(-c3ccccc3)cc(=O)oc2c1)NCc1cccs1 | -5 | -5 | -0.23 | -0.2 | -0.1 | -0.19 | 0.4 | 1494 | 6.1 | 2.3 | 6.0 | -0.1 | 1060 | -1% | i | 16 | 7% | i
11 | O=C(c1ccccc1)c1coc2c1C(=O)c1ccccc1C2=O | 14 | 8 | 0.4 | -0.27 | 0.36 | -0.26 | 0.05 | 1501 | 1.9 | 1.7 | 11 | -0.7 | 1021 | 31% | i | -5 | -43% | i
12 | CC1(C)CC(=O)C2=C(C1)NC(SCC(N)=O)=C(C#N)C21CCCCC1 | -5 | -16 | 0.55 | -0.17 | 0.62 | 0.54 | -0.06 | 1405 | 3.4 | 1.3 | 7.1 | 0.2 | 769 | -5% | i | -22 | 1% | i
13 | COc1ccc(NC(=O)C2CCCN(S(=O)(=O)c3c(C)n[nH]c3C)C2)cc1 (stereo unspecified) | -7 | -5 | 0.13 | -0.21 | 0.23 | 0.045 | 0.1 | 1272 | 1.8 | 1.8 | 10 | -0.1 | 1454 | 2% | i | 4 | -2% | i
14 | CC(C)(C)C1CCC(=NNc2ccc(S(N)(=O)=O)cc2[N+](=O)[O-])CC1 (stereo unspecified) | 35 | 1 | 0.39 | -0.24 | 0.33 | -0.082 | 1.5 | 1507 | 2.7 | 2.3 | 8.5 | 1.5 | 1091 | 12% | i | -16 | 16% | i
15 | COc1ccccc1NC(=O)CSc1nnc(CC(=O)Nc2ccccc2)n1C | -2 | -6 | 0.22 | -0.22 | 0.43 | -0.47 | 0.39 | 1225 | 3.0 | 2.2 | 4.4 | -0.7 | 1099 | 6% | i | -2 | 2% | i
16 | COCCn1nnnc1C(c1cc2c(C)cc(C)cc2[nH]c1=O)N1CCCCCC1 (stereo unspecified) | -1 | -6 | -0.17 | -0.12 | 0.092 | -0.54 | 1.9 | 1236 | 2.3 | 1.4 | 6.6 | 0.7 | 1191 | -67% | i | 0 | -25% | i
17 | Cc1ccc(C)c(NC(=O)CN2C(=O)CNC2=O)c1 | 10 | 17 | 0.76 | -0.2 | 1.3 | -0.29 | -0.34 | 836 | 1.5 | 0.8 | 3.5 | -0.6 | 1129 | -5% | i | 2 | -4% | i
18 | C=CCc1cccc2cc(C(=O)N(CC)CC)c(=O)oc12 | -25 | -9 | -0.49 | -0.12 | -0.23 | 0.88 | -1 | 1639 | 2.0 | 1.4 | 8.9 | -1.6 | 1347 | -4% | i | 14 | -1% | i
19 | Cc1cc(C(=O)OCC(=O)NC(=O)c2cccn2C)c2ccccc2n1 | · | · | 0.79 | -0.2 | 0.54 | 0.25 | -0.09 | 1376 | · | · | · | -1.0 | 1225 | · | · | · | · | i
20 | Oc1ccc2[nH]ccc2c1 | 1 | 4 | 0.44 | 0.053 | 0.61 | -0.5 | -0.47 | 1151 | 10.0 | 2.2 | 6.3 | -1.6 | 983 | 39% | i | 4 | 12% | i
21 | O=C1C2CSCN2C(=O)CN1CCCN1CCN(C(c2ccccc2)c2ccccc2)CC1 (stereo unspecified) | 4 | -6 | -0.57 | -0.14 | -0.58 | 0.49 | 0.53 | 1220 | 4.1 | 2.7 | 6.1 | -2.4 | 523 | 5% | i | 7 | 3% | i
22 | CC1CCN(S(=O)(=O)c2ccc(N/N=C(/C#N)C(N)=O)cc2)CC1 | 78* | -1.7* | 2 | -0.19 | 0.67 | -1.7 | 0.47 | 1587 | 4.7 | 1.9 | 3.2 | 5.3 | 1302 | -3% | i | 10 | 6% | i
23 | Cc1ccc(NC(=O)CCl)c(C)c1 | 1 | -1 | -0.36 | -0.32 | -0.19 | 0.65 | 3.5* | 1041* | 9.5 | 1.1 | 4.3 | 0.2 | 1009 | -6% | i | -2 | -21% | i
24 | CN(C)S(=O)(=O)c1cc([N+](=O)[O-])ccc1N1CCCCCC1 | 1 | 3 | 1.6 | -0.25 | 1 | 0.63 | -0.4 | 1561 | 1.7 | 1.1 | 6.0 | -2.1 | 1386 | -2% | i | -1 | -3% | i
25 | COCCN1C(=O)C(=O)/C(=C(/O)c2ccc(S(=O)(=O)N3CCOCC3)cc2)C1c1cccc(Cl)c1 (stereo unspecified) | · | · | 0.68 | -0.27 | 0.032 | -0.042 | -0.03 | 1319 | · | · | · | 0.3 | 1317 | · | · | · | · | i
26 | CC(C)N1CCC(N2CCN(CCCc3ccccc3)CC2CCO)CC1 (stereo unspecified) | 3 | -8 | 0.44 | -0.16 | 0.87 | -0.44 | -0.18 | 1574 | 1.4 | 1.4 | 4.8 | 0.2 | 968 | 10% | i | -3 | 14% | i
27 | Cc1ccc(NC(=O)CCC(=O)NNC(=O)c2ccco2)c(C)c1 | -5 | -2 | 0.71 | -0.13 | 0.059 | 0.23 | 0.08 | 1488 | 1.0 | 2.1 | 9.2 | 0.0 | 1375 | -1% | i | 5 | -4% | i
28 | COc1cccc(CN(C)CC(=O)NC(=O)NCc2ccccc2)c1 | -18 | -3 | -0.49 | -0.21 | 0.074 | 0.93 | 0.33 | 1181 | 2.2 | 2.8 | 7.7 | · | · | 5% | i | -4 | 4% | i
29 | Fc1ccc(OCCn2cnc(Cl)c2Cl)cc1 | · | · | -0.15 | -0.25 | 0.0057 | -0.18 | -0.55 | 1114 | · | · | · | 0.6 | 1283 | · | · | · | · | i
30 | CC1CCN(C(=O)c2cccc(S(=O)(=O)N3CCCCC3)c2)CC1 | -1 | 1 | -0.86 | -0.25 | -0.014 | 1.1 | -0.15 | 1281 | 2.8 | 1.5 | 6.0 | -2.5 | 970 | 10% | i | 12 | 11% | i
31 | Cc1nn(-c2cc(N3CCCCCC3)ccc2[N+](=O)[O-])c(=O)c2ccccc12 | 4 | -2 | -0.65 | -0.15 | -0.94 | 1.2 | 0.65 | 1476 | 3.3 | 2.5 | 9.7 | -2.4 | 1323 | 5% | i | -3 | 8% | i
32 | CC(=O)c1ccc(NC(=O)C2CC(c3ccc(F)cc3)=NO2)cc1 (stereo unspecified) | -2 | 1 | 0.64 | -0.26 | 0.87 | -1.2 | -0.67 | 1369 | 5.1 | 3.0 | 6.1 | 0.4 | 1372 | -4% | i | 3 | -2% | i

Given with values under each structure: two of the compounds above.
Values run as follows: WT yeast gro inh | WT yeast gro inh mutant strain | Dynein cargo inh | Dynein cargo inh cytoplasmic EGFP | Dynein cargo inh nuclear GR-EGFP | Dynein cargo inh cell count | Ins promoter up | Ins promoter up cell count | MT stabilizer | MT stabilizer Hoechst-high % | MT stabilizer cytotoxicity % | bCat nuc transl | bCat nuc transl cell count 5 µM | PMI inhibition | Autophagy mod | Autophagy mod cell loss 18 h | PMI inhibitors | Yfh1-off respiration
(26) CC(C)N1CCC(N2CCN(CCCc3ccccc3)CC2CCO)CC1 (stereo unspecified)
    3 | -8 | 0.44 | -0.16 | 0.87 | -0.44 | -0.18 | 1574 | 1.4 | 1.4 | 4.8 | 0.2 | 968 | 10% | i | -3 | 14% | i
(28) COc1cccc(CN(C)CC(=O)NC(=O)NCc2ccccc2)c1
    -18 | -3 | -0.49 | -0.21 | 0.074 | 0.93 | 0.33 | 1181 | 2.2 | 2.8 | 7.7 | · | · | 5% | i | -4 | 4% | i

High-throughput results (PubChem)
